Screening data from PubChem.
Xi reactivation: activators of inactive X chromosome reactivation, primary screen, imaging, XiGFP fibroblasts, GFP high-content imaging, set 2; AID 743238, 2013; XiGFP mouse fibroblasts, % GFP-positive cells imaging, 3 d; cells co-treated with 5-aza-dC sensitizer; scaled so ellipticine positive control = 100%; 360,000 compounds, 0.055% hits; activation, % at 7.58 µM;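 active means mean normalized replicate activation at least 10% and every replicate at or above 10%; inconclusive means only one of the two criteria met; inactive means mean below 10% and not all replicates reach 10%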;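 further: 0% = median of on-plate neutral control wells and 100% = ellipticine 6 µM median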
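Assay system – SV40-immortalized XiGFP fibroblast cells, line 68-5-11 · Buffer or medium – DMEM supplemented with 5-aza-dC as sensitizing agent · Dosing – one concentration, pinned · Benchmarks – positive control ellipticine, 6 µM final · Times – 3 days compound exposure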
ERAP1 inh: human ERAP1 aminopeptidase inhibitors, primary screen, biochemical, single point, plate reader. 340,000 compounds, 0.15% hits. Endoplasmic reticulum aminopeptidase 1 (Homo sapiens), Q9NZ08. inhibition, % at 10.7 µM. recombinant ERAP1, Leu-AMC fluorescence, 60 min. AID 652197, 2013;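 active means mean replicate inhibition of at least 30%, or all replicates individually reaching that 30% level; inactive means mean below 30% and not every replicate reaching it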;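 further: 0% = neutral control wells and 100% = L-leucinethiol positive control wells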
LGR2 inh: inhibitors of bursicon-induced LGR2 CRE-luciferase signal, primary screen, cell-based, HEK293, CRE-luciferase reporter, bursicon stimulation. bursicon-stimulated, 4 h. 380,000 compounds, 0.35% hits. AID 720647, 2013. inhibition, % at 9.99 µM;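 active means drop in luminescence signal, shown as inhibition above about 50% in the replicate tests, limit read from the data, passing the limit was not always enough; inconclusive means probably only some replicates passing the limit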;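 further: agonist challenge used bursicon conditioned medium at about half maximal strength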
PGC1a acetyl inh: inhibitors of PGC1a acetylation signal, primary screen, cell-based, U2OS, AlphaScreen, inhibitor mode | AlphaScreen anti-acetyl-lysine; with virally co-expressed GCN5 acetyltransferase | inhibition, % at 15.6 µM | 350,000 compounds, 0.17% hits | AID 651687, 2012;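 active means every replicate shows inhibition of at least 40%; inconclusive means mean inhibition at least 40% but some replicate below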;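 further: 0% = neutral control wells and 100% = positive control wells; some results beyond the cut were filed as inactive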
SIRT5 inh: SIRT5 desuccinylase inhibitors, primary screen, biochemical, fluorescence imaging, single point, set 5; inhibition, % at 15 µM; 330,000 compounds, 1.1% hits; Purified SirT5, succinyl-peptide AMC, trypsin-coupled fluorescence; in the data active means inhibition above about 15%; inconclusive means no clear call, values can overlap the other calls
Target sequence (Q9NXA8 whole entry, looked up): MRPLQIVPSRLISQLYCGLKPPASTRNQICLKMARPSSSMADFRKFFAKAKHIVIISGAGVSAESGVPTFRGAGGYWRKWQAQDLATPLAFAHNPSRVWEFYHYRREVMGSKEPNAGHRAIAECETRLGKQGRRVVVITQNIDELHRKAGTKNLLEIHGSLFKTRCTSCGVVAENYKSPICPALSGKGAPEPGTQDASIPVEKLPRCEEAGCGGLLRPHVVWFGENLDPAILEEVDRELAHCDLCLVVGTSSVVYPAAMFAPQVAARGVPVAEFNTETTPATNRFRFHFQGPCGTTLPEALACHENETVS
Cneo AK release: Cryptococcus neoformans cell lysis inducers, primary screen, AK release luminescence, single concentration; C. neoformans lysis, adenylate kinase release luminescence, 4 h; normalised: neutral wells 0, clomiphene wells 100; AID 651654, 2012; 360,000 compounds, 0.2% hits; lysis activity, % at 15 µM;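 active means mean lysis activity across replicates of at least 80%, whatever share of replicates individually reach that level; inactive means mean lysis activity below 80%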
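Assay system: log-phase C. neoformans yeast / Quantity: yeast cell density of 5 × 10^6 cells/mL / Medium: fresh YPD growth medium / Compound: single dose / Timing: static 4 h at 37 °C with compound, 1 h detection / Measured by: adenylate kinase release luminescence / Read-out: lysis from increased AK signal / Benchmarks: Clomiphene as positive lysis control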
S100A4 MyoIIA: inhibitors of S100A4-myosin IIA peptide binding, primary screen, biochemical, fluorescence polarization, TAMRA-MyoIIA peptide; inhibition, % at 10.7 µM; 360,000 compounds, 0.14% hits; Protein S100-A4 (Homo sapiens), P26447;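 active means mean inhibition of at least 70% across replicates, with every replicate also reaching that level; inconclusive means mean inhibition reaches 70% but some replicates fall short; inactive means mean inhibition below 70%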
Target sequence (P26447 whole entry, looked up): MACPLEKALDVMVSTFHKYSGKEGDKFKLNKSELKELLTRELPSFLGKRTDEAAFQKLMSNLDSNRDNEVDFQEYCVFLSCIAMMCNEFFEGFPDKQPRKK
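Material: S100A4 monomer protein | Medium: HEPES pH 7.2 with CaCl2, KCl, NaCl, DTT, Triton | Reagent: Labelled myosin peptide probe, 5 nM | Doses: One dose per compound | Times: 5 min incubation before reading | Benchmarks: Neutral control DMSO, positive control TFP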
C2C12 statin: suppressors of statin myotoxicity in C2C12 myotubes, primary screen, cell-based, single point, plate reader; C2C12 myotubes + simvastatin, ATP luminescence, 48 h; scaled: DMSO 0, geranylgeraniol control 100; 330,000 compounds, 0.78% hits; rescue of ATP level, % at 7.49 µM;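 active means mean ATP rescue above about 67%, or every replicate alone reaching that limit, limit read from the data, passing the limit was not always enough; inconclusive means no clear call, values can overlap the other calls; inactive means mean under the limit and some replicate under it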;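 further: myotubes were challenged with 10 µM simvastatin during compound exposure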
An asterisk follows results filed as active; ? = inconclusive; · = no result given; & = joins results of further samples.

SMILES | Xi reactivation | ERAP1 inh | LGR2 inh | PGC1a acetyl inh | SIRT5 inh | Cneo AK release | S100A4 MyoIIA | C2C12 statin
Cc1[nH]nc2c1C1(CCC3(CC1)OCCO3)C(C#N)=C(N)O2 | · | 12 | 1 | · | -1 | · | 0 | 1
Cc1cccc(N2CC(C(=O)Nc3ccc(N4CCOCC4)cc3)CC2=O)c1C (configuration not stated) | 0.0 | 4 | -16 | -14 | -3 | -1 | -10 | 4
CN1[C@@H]2c3ccc(/C=C/c4ccccc4)c(=O)n3C[C@@H]2[C@@H](CO)[C@@H]1C(=O)NC1CCCC1 | 0.0 | -68 | -15 | 1 | -44 | · | 9 | ·
OC[C@H]1O[C@H](c2nc(-c3nc(-c4cccs4)no3)cs2)C[C@@H]1O | 0.1 | -6 | 9 | · | · | 2 | 4 | -1
OCCN(Cc1ccccc1)Cc1ccc(Cl)cc1 | · | 0 | -17 | -4 | -4 | -1 | -2 | -5
CCOc1ccc(N=C2NC(=O)SC2CC(=O)OC)cc1 (configuration not stated) | 0.3 | -4 | 2 | · | -2 | · | -18 | ·
N#CC1=C(N)Oc2cc(N)ccc2C1c1ccc(Cl)cc1 (configuration not stated) | 0.0 | -2 | -13 | · | -4 | -16 | -12 | 24
Cn1cc(S(=O)(=O)N2CCC(C(N)=O)CC2)c(=O)n(C)c1=O | 0.1 | 1 | 9 | -3 | 0 | -1 | -1 | 15
FC(F)(F)c1cccc(N/N=C/c2ccccc2)c1 | 0.5 | 0 | -46 | 10 | 3 | · | -5 | ·
N#C[C@@H]1[C@H](c2ccc(C3=CCCC3)cc2)[C@H](CO)N1C(=O)C1CCCC1 | -0.1 | 3 | 5 | -12 | 3 | 7 | -5 | 15
C[C@@H]1CN([C@@H](C)CO)C(=O)c2cc(NC(=O)C3CCCCC3)ccc2O[C@H]1CN(C)Cc1ccccc1 | 0.4 | 3 | -5 | · | 1 | 8 | -7 | 18
C[C@@H]1CN([C@H](C)CO)C(=O)c2cc(NS(=O)(=O)c3ccccc3)ccc2O[C@@H]1CN(C)CC1CCCCC1 | -0.1 | 4 | -16 | -4 | 3 | 2 | -7 | 18
OC(Cc1cccnc1)(c1ccccc1)c1ccccc1 | 0.0 | 3 | 12 | · | 3 | · | -7 | ·
CCCNC(=O)N1CC2(C1)[C@@H](c1ccccc1)[C@@H](CO)N2Cc1ccc(F)cc1 | 0.0 | 1 | 5 | -7 | -1 | · | -6 | ·
O=C(NCc1ccccc1)[C@@H]1CCCN1C(=O)[C@H]1CCCN1C(=O)c1cccc(Cl)c1 | -0.2 | -3 | -6 | · | · | · | -1 | ·
COc1cc(/C=N/NC(=O)c2cccc([N+](=O)[O-])c2)ccc1OC(=O)c1ccco1 | 0.3 | -1 | 3 | 5 | -1 | · | 2 | ·
CN(Cc1nc(Cc2cccc(F)c2)no1)CC1COCCO1 (configuration not stated) | 0.0 | 1 | 6 | -7 | 12 | · | -4 | -3
COc1ccc2c3c([nH]c2c1)[C@H](CO)N(C(=O)c1cnccn1)CC31CN(S(=O)(=O)c2ccccc2)C1 | 0.1 | -1 | 16 | -4 | -1 | · | 9 | ·
CC(C)(C)c1ccc(C(=O)N2CCCN(c3ccc([N+](=O)[O-])cn3)CC2)cc1 | 0.0 | -1 | 1 | -1 | -1 | -3 | 1 | 1
O=C(c1ccc(F)cc1)C1CCN(C(=S)NCC2CCCO2)CC1 (configuration not stated) | -0.2 | -1 | -1 | 0 | -7 | · | -4 | ·
O=C([C@@H]1[C@@H](CO)[C@@H]2Cn3c(ccc(C4=CCCC4)c3=O)[C@H]1N2C(=O)c1ccncc1)N1CCCCC1 | 0.1 | -1 | 14 | · | 3 | 11 | -7 | -1
Nc1ccc(C(=O)NCC2(c3ccccc3)CCCC2)cc1 | -0.1 | -3 | 4 | 1 | -4 | 2 | -1 | -5
O=C(C[C@@H]1CC[C@@H]2NC[C@@H](O)COC[C@H]2O1)Nc1nccs1 | 0.1 | · | · | 3 | · | -1 | · | -4
O=C1c2ccccc2C(=O)C1c1ccccc1 | ? | 1 | · | -7 | 1 | 2 | -10 | -3
C[C@@H]1CN([C@H](C)CO)C(=O)c2cc(C#CCN(C)C)cnc2O[C@@H]1CN(C)C(=O)c1ccc(F)cc1 | -1.0 | -2 | 7 | 11 | 3 | 32 | 3 | 2
CO[C@@H]1CN(C)C(=O)c2ccc(NC(C)=O)cc2OC[C@@H](C)N(Cc2cncnc2)C[C@@H]1C | 0.2 | · | 3 | 1 | · | · | · | 0
Cn1c(=O)c2ccccc2n(Cc2ccccc2Cl)c1=O | 0.0 | 1 | 0 | -10 | -6 | 2 | -5 | 4
CO[C@H]1CN(C)C(=O)c2ccc(NC(=O)Nc3ccccc3F)cc2OC[C@@H](C)N(C)C[C@@H]1C | 0.0 | 0 | 11 | -4 | -1 | -4 | 7 | -8
COc1ccccc1OCC(=O)OCC(=O)Nc1ncc(Cl)cc1Cl | · | · | -1 | 15 | · | 2 | · | -29
CO/N=C(\CCC(=O)O)c1cccs1 | 0.9 | · | -3 | 0 | -3 | -5 | -5 | 11
COc1ccc(NC(=O)C(C2CC2)n2c(=O)c(-c3cc4ccccc4[nH]3)nc3ccccc32)cc1 (configuration not stated) | 0.2 | 2 | 6 | · | 0 | · | -5 | ·
Cc1ccc(NC(=O)Nc2ccc3c(c2)C(=O)N(C)[C@H]2CC[C@H](CC(=O)NCC(F)(F)F)O[C@@H]2CO3)cc1 | 0.0 | -2 | 10 | · | -1 | -2 | -2 | -2
COc1ccc(CCNC(=O)c2ccc3nc[nH]c3c2)cc1 | 0.2 | 5 | 18 | -8 | 1 | 0 | 7 | ·
Cc1noc(C)c1NC(=O)N(C)C[C@@H]1Oc2c(NC(=O)Nc3ccc(C(F)(F)F)cc3)cccc2C(=O)N([C@@H](C)CO)C[C@@H]1C | · | 0 | · | 9 | 3 | 0 | -3 | 14
CC1CN(C(=O)COc2ccc3ccccc3c2Br)CC(C)O1 (configuration not stated) | 0.0 | -2 | 9 | 4 | -1 | -4 | -2 | ·
CS(=O)(=O)c1ccccc1C(=O)NCCC(c1ccccc1)c1ccccc1 | 0.0 | 3 | 9 | · | · | -1 | 5 | -7
CCOc1cc(C(N)=O)cc(Cl)c1OCC | -0.1 | -4 | 15 | · | 8 | · | 2 | ·
Cc1cc(C)n(C(=O)c2ccccc2[N+](=O)[O-])n1 | 0.1 | 6 | · | · | 3 | · | 1 | ·
O=C(NCC[C@@H]1CC[C@H](NS(=O)(=O)Cc2ccccc2)[C@@H](CO)O1)C1CCOCC1 | 0.0 | 0 | -4 | 0 | -2 | -2 | 4 | 0
COC(=O)c1ccc(CSc2nnc(-c3c[nH]c4ccccc34)n2C)o1 | -0.1 | 0 | 2 | 6 | 0 | 3 | 0 | 8
NC(=O)c1sc(=S)n(-c2ccc(Br)cc2)c1N | 0.0 | · | -39 | 0 | · | -4 | -2 | 9
Cc1ccc(NC(=O)CCOc2ccccc2)cc1 | 0.0 | 2 | -110 | 2 | -3 | -3 | -5 | 2
Cc1ccc(-c2ccc(S(=O)(=O)N3CCCC3)cc2)cc1 | -0.2 | 2 | -6 | -8 | -6 | · | 5 | ·
COc1cc(/C=N/NC(=O)CCN2CCN(Cc3ccccc3)CC2)cc(OC)c1OC | 0.1 | · | 5 | -4 | · | 9 | · | 8
COc1ccc(NS(=O)(=O)c2cc(NC(=O)c3cnccn3)ccc2N2CCCC2)cc1 | 0.7 | 3 | 1 | -17 | -6 | 1 | -3 | -10
CCC(=O)Nc1ccc2c(c1)C(=O)N(C)[C@H]1CC[C@@H](CC(=O)NCCN3CCCCC3)O[C@@H]1CO2 | 0.0 | 0 | 3 | 2 | -1 | 4 | 11 | 0
Cc1ccc(C(C#N)=Cc2ccc3c(c2)OCO3)cc1 | 0.2 | 1 | -65 | · | -2 | -3 | 4 | ·
COc1ccc(C2(C)CC(=O)NC2=O)cc1 (configuration not stated) | 0.0 | -1 | -10 | 1 | 1 | 0 | -1 | 5
O=C(CNC(=S)N(Cc1ccccc1)Cc1ccccc1F)NCc1ccccc1 | 0.1 | -3 | 37 | 1 | -2 | · | 2 | ·
C[C@H](CO)N1C[C@H](C)[C@H](CN(C)C(=O)Nc2ccc3c(c2)OCO3)Oc2ncc(-c3ccccc3)cc2C1=O | -0.9 | 3&2 | -3 | -4&9 | -8&0 | -3&0 | -40&-12 | 15&7
O=C(CSc1nc2ccccc2c(=O)[nH]1)c1ccc(O)c(O)c1 | · | 5 | 0 | 5 | -2 | 0 | -2 | -11
COc1ccc(NC(=O)CN(C)C(=O)c2cccc(S(=O)(=O)N3CCN(c4ccc(F)cc4)CC3)c2)cc1 | 0.0 | 1 | 19 | · | 7 | -1 | 2 | -8
CN1CCN(S(=O)(=O)c2ccc(NC(=O)c3ccccc3F)cc2)CC1 | 0.0 | 3 | -8 | -16 | -8 | 2 | 24 | 3
CC(C)C#Cc1ccc2c(c1)O[C@@H](CN(C)S(=O)(=O)c1cn(C)cn1)[C@@H](C)CN([C@H](C)CO)S2(=O)=O | 0.1&0.4 | 1&1&0 | -6&-6 | 1&-4&4 | 1&-8&1 | 1&-4&55 | -3&-5&0 | 6&0&4
CCOc1ccc(NC(=O)CSc2nc(NS(=O)(=O)c3ccc(C)cc3)cc(=O)[nH]2)cc1 | 0.0 | -1 | 8 | · | 7 | -2 | -33 | 9
COc1cccc(NC(=O)c2ccc3c(c2)OCCO3)c1 | 1.0 | -1 | 44 | · | 0 | -3 | -1 | -118
COC(=O)c1ccccc1NC(=O)Cn1c(=O)n(CCC(=O)NC2CCN(Cc3ccccc3)CC2)c(=O)c2ccccc21 | 0.7 | · | -5 | -2 | 1 | 0 | 0 | -6
COC(=O)c1c(-c2ccccc2)noc1-c1ccccc1 | 0.0 | 3 | · | 18 | 0 | -1 | 3 | ·

Taken from above:
`Cc1ccc(C(C#N)=Cc2ccc3c(c2)OCO3)cc1` in ERAP1 inh: 1
`CC(C)C#Cc1ccc2c(c1)O[C@@H](CN(C)S(=O)(=O)c1cn(C)cn1)[C@@H](C)CN([C@H](C)CO)S2(=O)=O` in SIRT5 inh: 1&-8&1
`CCC(=O)Nc1ccc2c(c1)C(=O)N(C)[C@H]1CC[C@@H](CC(=O)NCCN3CCCCC3)O[C@@H]1CO2` in LGR2 inh: 3

Only part of the results is shown; rates above refer to the full screens.
